KCNK9 block = inhibitors of human KCNK9 two-pore domain potassium channel | HEK293 KCNK9, FluxOR thallium flux fluorescence; hits give low values | B-score at 10 µM | actives 1.2% (n = 310,000);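 active means ratio B-score over 3 SD below the library mean, with starting fluorescence within 5 SD of its mean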;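 further: negative B-score means less thallium flux so channel inhibition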
Target sequence (Q9NPC2 whole entry, looked up, the tested form may be a part): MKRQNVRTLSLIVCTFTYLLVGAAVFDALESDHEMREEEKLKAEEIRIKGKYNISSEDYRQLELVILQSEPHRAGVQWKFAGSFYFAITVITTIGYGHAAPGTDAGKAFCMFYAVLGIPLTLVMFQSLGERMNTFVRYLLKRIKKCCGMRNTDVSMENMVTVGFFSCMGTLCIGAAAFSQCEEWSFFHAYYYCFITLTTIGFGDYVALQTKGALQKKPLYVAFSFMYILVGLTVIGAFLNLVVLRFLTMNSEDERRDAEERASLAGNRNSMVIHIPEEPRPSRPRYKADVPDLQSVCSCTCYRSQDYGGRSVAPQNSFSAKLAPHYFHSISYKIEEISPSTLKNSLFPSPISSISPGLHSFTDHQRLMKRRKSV
Dyrk1A ADPGlo = inhibitors of rat Dyrk1A kinase. Q63470. ADP-Glo luminescence, NFATc1 peptide. inhibition, % at 12.5 µM. actives 0.43% (n = 310,000). AID 504441; in the data active means inhibition above about 50%;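 further: plate controls were vehicle with enzyme for no effect and no enzyme for full effect; many of its hits are not listed in these tables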
KCNQ1 pot = human KCNQ1 channel potentiation or activation. CHO-K1 KCNQ1, thallium flux FluxOR fluorescence; hits give high values. P51787. B-score at 10 µM. actives 0.35% (n = 310,000);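 active means fluorescence ratio B-score, a plate-corrected score, at least three library SD, with initial intensity B-score within 5 SD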
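Assay system: CHO-K1 cells stably expressing KCNQ1. Medium: assay buffer for compound exposure, DMSO matched across wells. Timing: 37 °C overnight plating, 90-min dark dye load, 20-min compound pretreatment. Signal: kinetic FluxOR fluorescence, 10 s baseline plus 110 s post-stimulus.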
GSK3A inh = human GSK-3 alpha kinase inhibition; P49840; ADP-Glo luminescence, 60 min; inhibition, % at 10 µM; actives 0.1% (n = 320,000); AID 2650;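 in the data active means inhibition above about 50%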;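 further: GST-tagged GSK-3 alpha with peptide substrate and 25 µM ATP; 0% = DMSO neutral wells and 100% = GW8510 positive control wells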
KCNQ1 block = inhibitors of human KCNQ1 potassium channel; B-score at 10 µM; CHO-K1 KCNQ1, FluxOR thallium flux fluorescence; hits give high values; AID 2642; actives 1.3% (n = 310,000);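 active means compounds whose thallium flux B-score, printed positive for inhibition, exceeds three library SD while starting fluorescence stays within three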;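 further: channel opened by potassium depolarization with thallium stimulus after 20 min compound exposure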
PolyA inh = inhibitors of polyadenylation in S. cerevisiae; S. cerevisiae SKY197-pL101 polyadenylation reporter, beta-gal luminescence; efflux-impaired pdr1/pdr3 knockout yeast; score 100 = 6 SD above DMSO; calls only at 12 µM; actives 0.02% (n = 300,000); AID 1875;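 active means lowest replicate activity score at least 50, where 100 means six control SD above control mean; inconclusive means lowest score under 50 but half or more replicates reach 50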;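 further: yeast exposed to compound for 9 h at 30 °C; higher score means more reporter readthrough which indicates perturbed polyadenylation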
GSK3beta inhib = human GSK3beta kinase inhibition; AID 2097; actives 0.038% (n = 300,000); GST-GSK3beta kinase, ADP-Glo luminescence, 60 min; hits give low values; activity score (negative = inhibition), % at 10 µM;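 active means more than half of replicate wells score below -50%, meaning over 50% inhibition versus plate controls; inconclusive means some replicates but at most half score below -50%; inactive means no replicate scores below -50%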;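 further: 0% = median DMSO wells and -100% = median GW8510 positive control wells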
Target sequence (P49841 whole entry, looked up): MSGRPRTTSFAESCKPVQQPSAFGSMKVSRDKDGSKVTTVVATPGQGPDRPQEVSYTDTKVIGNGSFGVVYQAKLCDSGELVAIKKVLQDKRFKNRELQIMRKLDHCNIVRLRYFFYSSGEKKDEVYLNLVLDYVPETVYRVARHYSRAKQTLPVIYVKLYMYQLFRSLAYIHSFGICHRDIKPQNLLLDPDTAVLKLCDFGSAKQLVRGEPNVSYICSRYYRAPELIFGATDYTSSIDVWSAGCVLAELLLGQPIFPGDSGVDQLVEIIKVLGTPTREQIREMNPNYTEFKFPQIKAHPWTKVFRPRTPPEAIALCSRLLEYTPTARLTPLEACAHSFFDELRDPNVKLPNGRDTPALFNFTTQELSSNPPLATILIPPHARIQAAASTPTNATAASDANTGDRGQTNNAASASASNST
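Test system – GST-tagged human GSK3beta kinase, cell-free · Incubation – 60 min enzyme reaction, room temperature · Signal – ADP-Glo luminescence · Also added – peptide substrate and ATP at 25 µM · Controls – DMSO neutral wells and GW8510 at 20 µM as positive · Buffer or medium – Tris/MgCl2 kinase buffer · Measure – Luminescence-derived activity versus plate DMSO and GW8510 wells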
hERG rescue = hERG (human) protection from proarrhythmic block; CHO-hERG, FluxOR thallium flux, dofetilide IC70 present; activation (rescue from dofetilide block), less the hit threshold, % at 10 µM; actives 0.51% (n = 310,000); AID 1511;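 active means activation above the mean of controls blocked by dofetilide plus 5 SD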;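 further: thallium influx through hERG after potassium depolarization seen as dye fluorescence rise; in these data hits start at about 4.7%; inactives centre near -7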
HDAC3 inh = human HDAC3 inhibition; O15379; recombinant HDAC3, fluorogenic peptide/trypsin coupled, fluorescence; inhibition, % at 8.3 µM; actives 0.15% (n = 320,000); in the data active means inhibition above about 26%, passing the limit was not always enough; inconclusive means no clear call, values can overlap the other calls
RGS4 pot = RGS4 potentiation or activation; HEK293 M3R/inducible RGS4, carbachol calcium flux Fluo4; hits give low values; B-score at 10 µM; actives 0.92% (n = 310,000); AID 463111;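 active means B-score of the integrated calcium signal more than 4 SD below the library mean, with starting fluorescence not abnormally high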;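 further: negative B-score means reduced calcium response which marks RGS4 activation or potentiation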
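Test system: HEK293 cells with stable M3R and inducible RGS4; also added: carbachol at ECmax as muscarinic agonist stimulus; schedule: dye loading 30 min 37 °C, buffer rest 30 min RT; technique: kinetic calcium fluorescence imaging with Fluo4-AM dye, 2 µM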
KCNK3 inh = human KCNK3 channel inhibition, primary screen; CHO-KCNK3 thallium flux, FluxOR fluorescence; hits give low values; O14649; B-score at 10 µM; actives 0.84% (n = 340,000); AID 602410;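 active means B-score under library mean minus 4 SD, starting fluorescence ratio at most library mean plus 5 SD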;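 further: more negative B-score means stronger inhibition of thallium flux through KCNK3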
Numbers without * were called inactive; i = inactive; ? = inconclusive; / = not tested or not shown. An excerpt; the hit share may differ from the screen's.

Preview (3 entries):
SMILES | KCNK9 block | Dyrk1A ADPGlo | KCNQ1 pot | GSK3A inh | KCNQ1 block | PolyA inh | GSK3beta inhib | hERG rescue | HDAC3 inh | RGS4 pot | KCNK3 inh
COc1ccccc1N1CCN(C(=O)/C=C/c2cccs2)CC1 | i | -1 | i | 0 | i | i | -1 | -5 | 4 | i | i
Cc1c(NC(=O)C2CC=CCC2C(=O)O)c(=O)n(-c2ccccc2)n1C (centres undefined) | i | 1 | i | -1 | i | i | -1 | -2 | -3 | i | i
O=C1O/C(=C\C(=O)N2CCOCC2)c2ccccc21 | i | 10 | i | -1 | i | i | 1 | -8 | -6 | i | i

The listing, previewed entries included:
SMILES | KCNK9 block | Dyrk1A ADPGlo | KCNQ1 pot | GSK3A inh | KCNQ1 block | PolyA inh | GSK3beta inhib | hERG rescue | HDAC3 inh | RGS4 pot | KCNK3 inh
COc1ccccc1N1CCN(C(=O)/C=C/c2cccs2)CC1 | i | -1 | i | 0 | i | i | -1 | -5 | 4 | i | i
Cc1c(NC(=O)C2CC=CCC2C(=O)O)c(=O)n(-c2ccccc2)n1C (centres undefined) | i | 1 | i | -1 | i | i | -1 | -2 | -3 | i | i
O=C1O/C(=C\C(=O)N2CCOCC2)c2ccccc21 | i | 10 | i | -1 | i | i | 1 | -8 | -6 | i | i
CCN(C(=O)COC(=O)c1c(C)noc1C)C1CCS(=O)(=O)C1 (centres undefined) | i | -4 | i | -3 | i | i | -1 | -9 | 0 | i | i
CN(C)C(=O)CSc1n[nH]c(-c2ccco2)n1 | i | 1 | i | -3 | i | i | 2 | -5 | 1 | i | i
C=CCNC(=O)COC(=O)c1ccc(Sc2nncn2C)c([N+](=O)[O-])c1 | i | 3 | i | 0 | i | i | 2 | -9 | -1 | i | i
CCCCC1(Cc2ccc([N+](=O)[O-])cc2)C(=O)N(c2ccccc2)N(c2ccccc2)C1=O | i | -5 | i | -2 | 8* | i | 3 | -7 | 2 | i | i
O=C(Nc1cccnc1)c1ccc(C(=O)Nc2cccnc2)cc1 | i | 7 | i | -1 | i | i | 0 | 2 | 1 | i | i
CC(C)=CCCC(C)CN1CCC(N2CCC(C(=O)N3CCOCC3)CC2)CC1 (centres undefined) | i | 0 | i | -5 | i | i | 0 | -10 | -4 | i | i
CC(=O)C1=C(C)Nc2ncnn2C1c1cccc(O)c1 (centres undefined) | i | 11 | i | 13 | i | i | -2 | -7 | -1 | i | i
CCC(C)NC(=O)c1cc2c(=O)n(CC)c3ccccc3c2s1 (centres undefined) | i | -3 | i | -1 | i | i | 3 | -10 | -4 | i | i
CCCC(c1nnnn1CCOC)N1CCN(C(=O)c2ccco2)CC1 (centres undefined) | i | 10 | i | -2 | i | i | -1 | -5 | -4 | i | i
CCc1ccc(C(=O)Cn2ccsc2=N)cc1 | i | 1 | i | 3 | i | i | 4 | -2 | 13 | i | i
CCO[C@@H]1OC(C(=O)Nc2ccccc2)=C[C@H](C2CC2)[C@H]1CCCO | i | -4 | i | -3 | i | i | 1 | -2 | 0 | i | i
CC1=Nc2ccccc2N=C(NC(=O)CN2CCN(c3ccc(F)cc3)CC2)C1c1ccccc1 (centres undefined) | i | -5 | i | -2 | i | i | 3 | -10 | 7 | i | i
O=C(C1=C[C@@H](c2ccc3c(c2)OCO3)C[C@@H](OCCCCO)O1)N1CCOCC1 | i | 5 | i | 0 | i | i | -4 | -6 | 2 | i | i
Cc1nc(C(=O)NC2CCOCC2)sc1C1(C)CC(c2ccccc2)=NO1 (centres undefined) | i | -7 | i | -3 | i | i | 0 | -11 | 2 | i | i
Nc1nnc(SCc2ccc(F)cc2Cl)s1 | i | 6 | i | -1 | i | i | -3 | -8 | 3 | i | i
CCOC(=O)C(CC(=O)c1ccccc1)CC(=O)c1ccccc1 | i | -1 | i | -1 | i | i | -1 | -5 | 18 | i | i
NC(=O)c1ccsc1NC(=O)CS(=O)(=O)c1ccccc1 | i | 0 | i | -1 | i | i | 0 | -8 | 2 | i | i
CC(OC(=O)Cc1n[nH]c(=O)c2ccccc12)C(=O)Nc1ccc(F)cc1 (centres undefined) | i | -1 | i | -1 | i | / | 0 | -8 | 2 | i | i
CN(C)NC(=S)NC1CC2CCC1C2 (centres undefined) | i | / | i | -2 | i | i | -2 | -12 | 3 | i | i
CC(=O)c1cn(C)c(=O)n(C)c1=O | i | -4 | i | -4 | i | i | 1 | -6 | -1 | i | i
CCOc1cc(NC(=S)NCCCN2CCOCC2)c(OCC)cc1NC(=O)CC(C)C | i | -9 | i | -2 | i | i | 2 | -15 | -2 | i | i
COc1ccc(N/C=C\C(=O)c2ccc(Br)cc2)cc1OC | i | -9 | i | -3 | i | i | 2 | -11 | -1 | i | i
OC(COc1ccc(OCC(O)CN2CCN(Cc3ccccc3)CC2)cc1)CN1CCN(Cc2ccccc2)CC1 (centres undefined) | i | / | i | 0 | i | i | -26 | -4 | 3 | i | i
Cc1onc(-c2ccccc2)c1C(=O)OCC(=O)Nc1cc(S(=O)(=O)N2CCOCC2)ccc1Cl | i | -5 | i | -2 | i | i | 1 | -3 | 1 | i | i
CCC(=O)NC(=Nc1nc2ccccc2s1)NC(=O)CC | i | 1 | i | -3 | i | i | 1 | 1 | -10 | i | i
CN(C)C(=S)NC(C)(C)C | i | 3 | i | -3 | i | i | 1 | -6 | -2 | i | i
Cc1ccc2nc(NC(=O)C3CCN(S(=O)(=O)c4cc([N+](=O)[O-])ccc4Cl)CC3)sc2c1 | i | 20 | i | 3 | 9* | i | 2 | -7 | 0 | i | i
CCOC(=O)C1(Cc2cccc(F)c2)CCN(C(=O)COC)CC1 | i | 25 | i | / | i | i | -4 | -14 | / | i | i
C#CCn1cc(Cl)cc(C(=O)Nc2ccccc2)c1=O | i | -3 | i | 0 | i | i | 0 | -5 | -4 | i | i
Cn1c(C(=O)OCC(=O)NCc2cccs2)cc2sccc21 | i | -1 | i | -7 | i | i | 1 | -12 | ? | i | i
Cc1c(C(=O)N(Cc2cccc(Br)c2)C2CCS(=O)(=O)C2)oc2ccc(F)cc12 (centres undefined) | i | -3 | i | 0 | i | i | 0 | -9 | 2 | i | i
COc1ccc(NC(=O)NC(=O)c2cc(OCC(F)(F)F)ccc2OCC(F)(F)F)cc1 | i | / | i | -2 | i | i | -3 | -8 | 5 | i | i
Cc1ccc(N(CC(=O)NCc2ccc3c(c2)OCO3)C(=O)CCC(=O)Nc2ccccn2)cc1 | i | -5 | i | 4 | i | i | -2 | -5 | 1 | i | i
Cc1cc2c(cc(C(=O)O)n2C)s1 | i | 0 | i | -5 | i | i | 2 | -7 | 12 | i | i
COc1cc(CCC(=O)OCC(=O)NCc2ccccc2)cc(OC)c1OC | i | 0 | i | -2 | i | i | 3 | -7 | 2 | i | i
CC(C)(C)c1cccc(Cn2nnc3ccccc32)c1O | i | 12 | i | 0 | i | i | -10 | -15 | 9 | i | i
O=C1CCC/C(=N\NC(=O)COc2ccc(Cl)cc2)C1 | i | -1 | i | -3 | i | i | 3 | -8 | 1 | i | i
Cc1ccc2c(c1)cc(CN(Cc1cccnc1)C(=O)NCc1ccccc1)c1nnnn12 | i | -6 | i | 2 | i | i | 3 | -27 | 1 | i | i
Cc1ccc(OC(=O)c2ccc(Br)o2)cc1 | i | 7 | i | -3 | i | / | 1 | 22* | 8 | i | i
Cc1ccc(OCCC(=O)OCC(=O)N2CCN(S(=O)(=O)c3ccc(Cl)cc3)CC2)cc1 | i | 11 | i | 2 | i | i | 0 | -3 | -2 | i | i
CCOc1cc(CNc2ccc3c(c2)OCCO3)cc(Br)c1OCC(N)=O | i | 0 | i | 1 | i | i | -9 | -1 | 2 | i | i
COc1cccc2cc(C(=O)NCc3ccccc3Br)c(=O)oc12 | i | -2 | i | -3 | i | i | 6 | -10 | 1 | i | i
Cc1ccc(NC(=O)CCCSc2nc3ccccc3[nH]2)cc1 | i | 2 | i | -2 | i | / | 5 | -5 | 7 | i | i
COc1ccccc1N1CCN(C(=O)c2ccc(-c3ccccc3)cc2)CC1 | i | -6 | i | -2 | i | i | -3 | -13 | 2 | i | i
COc1ccc(-c2c(C#N)c(N)nc3c2CCC3)cc1 | i | 1 | i | 2 | i | i | -6 | -6 | -19 | i | i
O=C(COC(=O)c1ccc(O)cc1)NCCCc1ccccc1 | i | / | i | / | i | i | -2 | -24 | / | i | i
Cc1cc(C(=O)CCC(=O)N2CCN(S(=O)(=O)c3cccs3)CC2)c(C)s1 | i | 3 | i | -2 | i | i | 1 | -11 | 6 | i | i
CCC(CC)C(=O)Nc1c2c(nn1-c1ccc(OC)cc1)CS(=O)C2 (centres undefined) | i | -7 | i | -1 | i | i | 0 | -6 | 4 | i | i
CCCCS(=O)(=O)/C=C/[C@H]1[C@H](S(=O)(=O)CCCC)[C@H]2C=C[C@@H]1C2 | i | -3 | i | -1 | i | i | -20 | -17 | 2 | i | i
CC1C=CCC2C(=O)N(c3cccc(C(=O)N4CCCCCC4)c3)C(=O)C12 (centres undefined) | i | 10 | i | -2 | i | i | 20 | -11 | -9 | i | i
COC(=O)CSc1cc(C)nc(SC)n1 | i | -3 | i | -3 | i | i | 7 | -10 | -2 | i | i
Cc1oc(-c2cccc(C(F)(F)F)c2)nc1CN1CCOCC1 | i | 16 | i | -2 | i | i | -4 | -14 | 3 | i | i
CN(CC(=O)Nc1ncn[nH]1)S(=O)(=O)c1ccc(Br)cc1 | i | -2 | i | -1 | i | i | -1 | -6 | 0 | i | i
Cc1ccc(SC(C)C(=O)N2CCCC2)cc1 (centres undefined) | i | -4 | i | -2 | i | i | -2 | 1 | 3 | i | i
CCn1c(=O)cc(SCC(=O)NCCCN2CCN(c3ccc(F)cc3)CC2)c2ccccc21 | i | 5 | i | -1 | i | i | -4 | -13 | -5 | i | i

Compound profiles, as listed above:
Cc1nc(C(=O)NC2CCOCC2)sc1C1(C)CC(c2ccccc2)=NO1 (centres undefined) is listed with KCNK9 block: i; Dyrk1A ADPGlo: -7; KCNQ1 pot: i; GSK3A inh: -3; KCNQ1 block: i; PolyA inh: i; GSK3beta inhib: 0; hERG rescue: -11; HDAC3 inh: 2; RGS4 pot: i; KCNK3 inh: i
CCC(C)NC(=O)c1cc2c(=O)n(CC)c3ccccc3c2s1 (centres undefined) is listed with KCNK9 block: i; Dyrk1A ADPGlo: -3; KCNQ1 pot: i; GSK3A inh: -1; KCNQ1 block: i; PolyA inh: i; GSK3beta inhib: 3; hERG rescue: -10; HDAC3 inh: -4; RGS4 pot: i; KCNK3 inh: i

Source: PubChem BioAssay
